CHRM4 agonist – CHRM4 agonism in calcium assay. CHO-K1 hM4/Gqi5, Fluo-8 calcium fluorescence; vehicle 0%, full acetylcholine response 100%. activation, % at 3 µM. 0.14% of 360,000 active;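 active = activation above the run mean over all test wells plus 3 SD, cut at about 32% in these data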;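 note: peak over basal fluorescence ratio per well then scaled between controls; 0% = DMSO wells and 100% = acetylcholine at EC100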
Target sequence (P08173 whole entry, looked up): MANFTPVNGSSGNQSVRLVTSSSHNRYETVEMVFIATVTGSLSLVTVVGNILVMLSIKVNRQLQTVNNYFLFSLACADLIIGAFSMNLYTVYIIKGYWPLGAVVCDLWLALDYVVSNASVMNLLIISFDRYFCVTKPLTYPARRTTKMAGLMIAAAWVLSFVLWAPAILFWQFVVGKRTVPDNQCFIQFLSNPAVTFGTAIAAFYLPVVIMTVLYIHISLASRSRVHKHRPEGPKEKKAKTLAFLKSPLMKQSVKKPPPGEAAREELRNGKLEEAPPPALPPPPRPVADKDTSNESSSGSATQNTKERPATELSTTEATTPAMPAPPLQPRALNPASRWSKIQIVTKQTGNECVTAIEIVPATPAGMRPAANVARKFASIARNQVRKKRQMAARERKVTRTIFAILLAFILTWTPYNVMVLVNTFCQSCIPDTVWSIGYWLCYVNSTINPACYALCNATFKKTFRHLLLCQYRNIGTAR
CHRM5 antagonist – antagonists of human muscarinic M5 receptor (CHRM5). CHO-hM5 cells, Fluo-8 calcium fluorescence, ACh EC80. inhibition, % at 3 µM. 0.59% of 360,000 active;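 active = inhibition above a per-plate cutoff, the mean of that plate's test compounds plus 3 SD, cut at about 27% in these data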;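 note: 0% = acetylcholine EC80 with DMSO and 100% = DMSO without agonist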
Target sequence (P08912 whole entry, looked up): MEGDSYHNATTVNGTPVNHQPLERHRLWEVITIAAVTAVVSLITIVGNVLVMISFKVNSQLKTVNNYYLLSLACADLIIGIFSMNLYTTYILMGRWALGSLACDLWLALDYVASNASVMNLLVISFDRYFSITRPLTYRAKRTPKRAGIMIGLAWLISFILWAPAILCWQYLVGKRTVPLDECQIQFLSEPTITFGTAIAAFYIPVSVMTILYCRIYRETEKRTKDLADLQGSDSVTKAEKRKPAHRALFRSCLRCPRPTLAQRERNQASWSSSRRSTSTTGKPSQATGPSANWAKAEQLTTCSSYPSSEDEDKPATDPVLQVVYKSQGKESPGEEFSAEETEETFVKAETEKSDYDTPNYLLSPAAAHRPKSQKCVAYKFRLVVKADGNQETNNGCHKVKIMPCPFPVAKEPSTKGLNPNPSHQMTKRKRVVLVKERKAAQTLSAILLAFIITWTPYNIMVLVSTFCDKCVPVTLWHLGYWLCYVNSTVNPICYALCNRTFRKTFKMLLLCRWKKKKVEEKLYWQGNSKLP
M5 ag – CHRM5 agonism in calcium assay | 0.19% of 360,000 active | CHO-K1 hM5 cells, Fluo-8 calcium fluorescence; 0% DMSO wells, 100% maximal acetylcholine response | activation, % at 3 µM | P08912;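 active = activation above the run's mean over test compounds plus 3 SD, cut at about 23% in these data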;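 note: signal is peak over basal fluorescence ratio across the kinetic read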
CHRM1 PAM – human CHRM1 positive allosteric modulation | P11229 | CHO-K1 hM1, Fluo-8 calcium fluorescence, ACh EC20; 0% = ACh EC20, 100% = maximal ACh | activation, % at 3 µM | 0.088% of 360,000 active; in the data active = activation above about 19%, passing the limit was not always enough
CHRM4 antagonist – CHRM4 antagonism in calcium assay | P08173 | CHO-hM4 cells, ACh EC80, Fluo-8 calcium fluorescence | inhibition, % at 3 µM | 0.73% of 360,000 active | AID 624125;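 active = inhibition above its plate's cutoff, the mean inhibition of sample wells plus 3 SD, cut at about 27% in these data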;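 note: 0% = acetylcholine EC80 with DMSO and 100% = DMSO without agonist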
CRFR2-BP ag – CRF-BP/CRF-R2 complex agonism; HEK293 CRF-R2/CRF-BP, calcium dye fluorescence (FLIPR); percent of saturating CRF peptide response; activation, % at 13.2 µM; 0.46% of 350,000 active; AID 588473;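 active = activation of at least 50%, plus an integration ratio under a set limit after plate pattern correction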;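 note: plate controls were neutral control wells without compound for no effect and CRF at EC100 for full effect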
M4 PAM – potentiates acetylcholine response at human M4 receptor | 0.4% of 360,000 active | P08173 | activation, % at 3 µM | CHO-K1 hM4/Gqi5, Fluo-8 calcium fluorescence, ACh EC20; 0% = ACh EC20, 100% = maximal ACh;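 active = activation above its plate's cutoff, the mean activation of sample wells plus 3 SD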; note: some results filed as inactive read as strong as hits
CRFR2-BP antag – blocks CRF-induced signaling of the CRF-BP/CRF-R2 complex | HEK293 CRF-R2/CRF-BP, CRF-induced calcium fluorescence | inhibition, % at 11.8 µM | 0.59% of 350,000 active | AID 588475;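 active = inhibition of the ligand-induced calcium signal above about 50% at the single tested concentration, limit read from the data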
CHRM5 PAM – positive allosteric modulators of human muscarinic M5 receptor | P08912 | CHO-K1 hM5, Fluo-8 calcium, ACh EC20 PAM; 0% = ACh EC20, 100% = ACh EC100 | activation, % at 3 µM | 0.3% of 360,000 active | AID 624038;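 active = activation above the run cutoff, the mean activation of all test compounds plus 3 SD, cut at about 18% in these data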
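Assay system: CHO-K1 hM5 cells / Incubation: Fluo-8 loading 80 min at 37 °C plus 30 min room temperature / Technique: Fluo-8 calcium dye fluorescence, kinetic read / Repeats: single replicate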
* = called active by the depositor; x = no result given; & = joins results of further samples.

cpd | compound | CHRM4 agonist | CHRM5 antagonist | M5 ag | CHRM1 PAM | CHRM4 antagonist
1 | COc1ccc(CCNC(=O)CS(=O)(=O)c2cn(CC(=O)N3CCCC3)c3ccccc23)cc1OC | 1 | -8 | 1 | -2 | 27*
2 | CCCS/C(N)=N/N=C/c1cc(C)ccc1O | 1 | -9 | 2 | 12 | -5
3 | c1ccc(Cc2nn3c(-c4ccncc4)nnc3s2)cc1 | -1 | 4 | 2 | 2 | 11
4 | CC1CN(C(=O)c2ccccc2Nc2ccc(SC(F)F)cc2)CC(C)O1 (stereo not given) | 2 | 18 | -4 | 4 | -5
5 | COC(=O)c1nn(-c2ccccc2)c(Sc2ccc(Br)cc2)c1/C=N/O | -1 | -2 | 2 | -1 | 1
6 | O=C(NCc1ccccn1)c1coc(=O)c(Br)c1 | 0 | 1 | -1 | 0 | 15
7 | CCS(=O)(=O)N1Cc2ccccc2CC1C(=O)N(C)CC(=O)Nc1ccc(OC)cc1 (stereo not given) | 0 | 9 | 0 | 2 | 5
8 | CCCCC(=NCCc1c(C)[nH]c2ccc(OC)cc12)C1=C(O)CC(c2ccccc2)CC1=O (stereo not given) | -1 | 6 | -9 | 0 | -4
9 | O=C1CNc2ccc(C(=O)N3CCN(c4ccccn4)CC3)cc2N1 | 2 | 12 | -1 | 9 | 6
10 | COc1ccc(NC(=O)/C=C/c2ccccc2)cn1 | 1 | -1 | 0 | 0 | -12
11 | CC(C)Oc1ccc(S(=O)(=O)N2CCCCC2)cc1NC(=O)CN1C(=O)NC(C)(C2CC2)C1=O (stereo not given) | 2 | 19 | 1 | -6 | 10
12 | Cc1cccc(C)c1NS(=O)(=O)c1c(C(=O)N2CCCCC2)c(C)n(C)c1C | 1 | -10 | -4 | 7 | -7

cpd | CRFR2-BP ag | M4 PAM | CRFR2-BP antag | CHRM5 PAM
1 | -2.0 | -2 | -9 | -6
2 | 0.9 | 16 | -17 | -1
3 | -2.7 | -3 | 5 | 0
4 | 0.9 | 5 | 0 | -10
5 | -0.6 | -7 | -15 | 2
6 | -0.6 | -1 | -15 | -4
7 | -0.8 | -2 | 3 | -5
8 | -0.6 | -7 | 16 | 1
9 | -1.7 | 2 | 10 | -1
10 | 3.0 | 15 | -3 | 2
11 | -0.6 | 1 | 2 | -4
12 | -0.1 | 7 | -4 | 7

Continuation:
cpd | compound | CHRM4 agonist | CHRM5 antagonist | M5 ag | CHRM1 PAM | CHRM4 antagonist
13 | CCOC(=O)C1(CCc2ccccc2)CCN(Cc2c(O)cccc2OC)CC1 | 5 | 11 | 0 | -4 | 6
14 | Nc1ncnc2c1ncn2[C@@H]1O[C@H](CNC(=O)[C@@H]2CCCN2S(=O)(=O)c2ccc(F)cc2)[C@@H](O)[C@H]1O | 1 | 9 | 1 | 5 | -9
15 | C[C@H]1CN([C@@H](C)CO)C(=O)c2cc(-c3ccccc3F)cnc2O[C@H]1CN(C)C(=O)C1CCOCC1 | 0 | 5 | -1 | 5 | -9
16 | CCc1c(C)sc(NC(=O)c2cc(C3CC3)on2)c1C#N | 3 | -3 | 0 | 1 | -5
17 | Nc1nc2nn(-c3ccccc3)nc2c(=O)[nH]1 | 1 | 7 | -3 | 0 | 0
18 | COc1ccc(NC(=O)COc2ccc(C)nc2[N+](=O)[O-])cc1S(N)(=O)=O | 0 | 3 | 0 | 5 | -10
19 | O=C(NCCc1cccnc1)C1CCC(=O)N(CCc2cccc(F)c2)C1 (stereo not given) | 1 | -10 | -1 | 16 | -8
20 | c1ccc(COCC2CCNCC2)cc1 | 0 | 11 | -21 | 3 | 2
21 | CSCC[C@H](NC(=O)NCc1ccccc1F)C(=O)O | 1 | 5 | 3 | 4 | -1
22 | Cc1ccc(S(=O)(=O)N(CC(O)CN2C(=O)NC(C)(C)C2=O)c2cccc(C)c2)cc1 (stereo not given) | 0 | 7 | 1 | 11 | 10
23 | CCOc1ccc2nc(NCCCNS(=O)(=O)c3ccc(F)cc3)c(C#N)cc2c1 | 1 | -2 | 1 | 3 | 9
24 | O=C(CNS(=O)(=O)c1ccccc1)OCc1cccc([N+](=O)[O-])c1 | 2 | -10 | -6 | 6 | 1

cpd | CRFR2-BP ag | M4 PAM | CRFR2-BP antag | CHRM5 PAM
13 | 2.4 | -4 | -18 | -1
14 | 1.6 | 2 | 6 | -7
15 | 4.2 | 3 | 3 | -1
16 | -0.9 | 7 | -38 | 2
17 | -0.2 | 4 | -3 | -2
18 | 1.7 | 3 | 8 | 5
19 | 0.2 | 4 | 2 | 7
20 | -0.8 | -1 | -1 | -2
21 | 1.9 | -4 | -5 | -6
22 | 1.8 | -2 | 4 | 5
23 | 2.8 | -11 | 19 | -3
24 | -3.8 | -4 | 28 | -4

Following part:
cpd | compound | CHRM4 agonist | CHRM5 antagonist | M5 ag | CHRM1 PAM | CHRM4 antagonist
25 | CC(C)c1ccc(OCC(=O)Nc2ccncc2)cc1 | 14 | 15 | 9 | -15 | 10
26 | O=c1cc(CO)occ1OCc1cccc(F)c1 | 0 | 9 | 1 | 6 | 3
27 | COc1ccc(-c2nc(S(=O)(=O)c3ccc(C)cc3)c(N3CCCC3)o2)cc1 | -1 | -4 | -4 | -6 | 7
28 | Cc1cc(=O)oc(C)c1C(=O)OCC(=O)c1ccc(Cl)c(Cl)c1 | 4 | -1 | 2 | 3 | -11
29 | O=C(CSc1n[nH]c(-c2ccco2)n1)N1c2ccccc2Sc2ccccc21 | -1 | 4 | -1 | 6 | -3
30 | O=C(O)/C=C/C(=O)Nc1cc(F)ccc1F | 0 | 7 | -1 | 13 | 8
31 | CC(=O)c1cnc2nc(SCc3ccc(C)cc3)nn2c1C | 0 | 3 | 0 | 9 | 4
32 | CC1(C)NC(=O)N(CCCCOc2ccc(Br)cc2Cl)C1=O | 4 | 2 | 4 | 5 | -10
33 | Cc1ccc2cccc(NC(=S)NC(=O)c3c(Br)cnn3C)c2n1 | 1 | 2 | -4 | -7 | 2
34 | CC1(C(=O)NS(=O)(=O)c2cccc(OC(F)F)c2)CCN1C(=O)c1ccccc1 (stereo not given) | 0 | -1 | 0 | 6 | -9
35 | COc1cc(C)ccc1OCCOCCOc1ccc([N+](=O)[O-])cc1 | 1 | 8 | -4 | 2 | -3
36 | CC(=O)Nc1cccc(/C(C)=N/Nc2ccc(S(=O)(=O)Nc3ccccc3C(=O)O)cc2[N+](=O)[O-])c1 | -2 | 9 | 2 | 6 | -13

cpd | CRFR2-BP ag | M4 PAM | CRFR2-BP antag | CHRM5 PAM
25 | -1.4 | -6 | 5 | -11
26 | -2.1 | -5 | 6 | -2
27 | -0.1 | -1 | -12 | 0
28 | 0.0 | 10 | -4 | -10
29 | -1.7 | 1 | 7 | -4
30 | 0.3 | 5 | 1 | 3
31 | -3.0 | 3 | 12 | 11
32 | -0.7 | 8 | -12 | 1
33 | 2.1 | -2 | -34 | -9
34 | x | 3 | x | 2
35 | -0.5 | -1 | 32 | -5
36 | -3.8 | 20* | 1 | -3

More records follow.
cpd | compound | CHRM4 agonist | CHRM5 antagonist | M5 ag | CHRM1 PAM | CHRM4 antagonist
37 | O=C(O)c1cncc(SCc2ccccc2)n1 | 1 | 3 | 3 | 0 | -7
38 | COC(=O)c1sc(NC(=O)CSc2nnc(Cn3nnc4ccccc43)n2C)nc1C | 0 | -2 | -1 | 9 | -14
39 | Cc1ccc(NC(=O)c2ccc3c(c2)OCO3)cc1S(=O)(=O)N1CCOCC1 | 9 | -13 | 4 | -5 | -5
40 | CCOc1ccc(Br)cc1/C=N/O | 1 | -2 | 0 | 2 | -8
41 | Cn1c(SCC(=O)Nc2cccc(F)c2)nnc1-c1cc2ccccc2o1 | -1 | -5 | -1 | 0 | 6
42 | Cc1ccc(OCCC(=O)Nc2ccc(S(=O)(=O)Nc3nccs3)cc2)cc1 | -1 | 7 | 2 | 10 | -6
43 | COc1cccc(CN(C)CC(=O)NCc2ccc(C)cc2)c1 | -1 | 2 | -4 | 17 | -6
44 | O=C(CN1C(=O)C(=O)N(Cc2ccccc2)C1=O)c1ccc[nH]1 | 2 | 2 | 3 | 1 | 3
45 | COc1ccc(C(=O)Nc2ccc(S(=O)(=O)NCc3ccco3)cc2)cc1OC | 4 | 3 | 2 | 4 | -8
46 | CC(C)C(NC(=O)c1ccco1)C(=O)OCC(=O)NCCc1ccccc1 (stereo not given) | 0 | 14 | 1 | 17 | -17
47 | O=C1C2C3c4ccccc4C(c4ccccc43)C2C(=O)N1Cc1ccccn1 (stereo not given) | 6 | 12 | -1 | 9 | -8
48 | N#C/C(=N\O)c1nc(-c2ccccc2)cs1 | 2&-1 | -5&10 | 2&2 | 6&-4 | -12&10

cpd | CRFR2-BP ag | M4 PAM | CRFR2-BP antag | CHRM5 PAM
37 | -1.6 | 7 | 7 | 1
38 | -4.3 | 10 | 10 | 0
39 | -0.3 | -3 | -5 | 5
40 | -0.7 | 5 | -10 | -2
41 | 0.2 | 2 | 12 | -4
42 | 1.0 | 11 | -3 | 2
43 | -1.0 | 3 | 0 | 4
44 | 0.6 | 0 | 0 | -8
45 | -3.3 | 0 | -2 | 0
46 | -0.8 | 8 | -7 | -3
47 | 0.8 | -1 | 2 | -5
48 | -0.3&0.6 | 19&0 | 9&30 | 5&-8

Carrying on:
cpd | compound | CHRM4 agonist | CHRM5 antagonist | M5 ag | CHRM1 PAM | CHRM4 antagonist
49 | CCNC(=S)N/N=C/c1ccco1 | 0 | 8 | -6 | 7 | 4
50 | O=C(c1cccc(N2C(=O)C3C4C=CC(C4)C3C2=O)c1)N1CCN(c2ccc(F)cc2)CC1 (stereo not given) | 11 | -7 | 5 | 0 | 0
51 | Cc1ccsc1C(=O)Nc1ccc(C(=O)O)cc1 | 0 | 3 | 1 | 9 | 10
52 | Cc1c(OC(C)C(=O)NCc2ccccn2)ccc2c3c(c(=O)oc12)CCCC3 (stereo not given) | 15 | 6 | 2 | -1 | -7
53 | CCOC(=O)c1c(C)oc2c1c(C(c1cccnc1)N1CCCCC1)c(O)c1ccccc12 (stereo not given) | 4 | 9 | -2 | 6 | 0
54 | O=C1C(=O)N(c2nccs2)C(c2ccccc2F)/C1=C(\O)c1ccc2c(c1)OCCO2 (stereo not given) | 6 | -5 | -4 | 0 | -3
55 | COCc1nnc(NC(=O)C2CC(=O)N(C3CCCC3)C2)s1 (stereo not given) | 1 | 6 | -3 | 6 | 1
56 | CCNC(=S)N/N=C(\C)c1ccc(Cl)s1 | 0 | -3 | -9 | -26 | 12
57 | O=C(CCN1C(=O)c2ccc([N+](=O)[O-])cc2C1=O)Nc1nccs1 | 2 | -21 | 6 | 7 | -6

cpd | CRFR2-BP ag | M4 PAM | CRFR2-BP antag | CHRM5 PAM
49 | -0.7 | -2 | 0 | -5
50 | -0.6 | -7 | -20 | 0
51 | -0.3 | -2 | 0 | 1
52 | -4.4 | -5 | -21 | -7
53 | -1.1 | 11 | -17 | 8
54 | -2.1 | -5 | -6 | 0
55 | 1.2 | -6 | -7 | 1
56 | -1.1 | -11 | -1 | -9
57 | -1.6 | 13 | -9 | 4

Entries of single compounds as entered above. Values in the order: CHRM4 agonist | CHRM5 antagonist | M5 ag | CHRM1 PAM | CHRM4 antagonist | CRFR2-BP ag | M4 PAM | CRFR2-BP antag | CHRM5 PAM
Profile of c1ccc(COCC2CCNCC2)cc1 = 0 | 11 | -21 | 3 | 2 | -0.8 | -1 | -1 | -2
Profile of Cc1cc(=O)oc(C)c1C(=O)OCC(=O)c1ccc(Cl)c(Cl)c1 = 4 | -1 | 2 | 3 | -11 | 0.0 | 10 | -4 | -10

Assay outcomes from PubChem.
